Screens from PubChem.
Jurkat NFkB inh – inhibitors of the PMA/ionomycin-induced NF-kB reporter in Jurkat cells | AID 435003 | 330,000 compounds, 0.53% hits | inhibition, % at 4 µM | PMA/ionomycin-induced NF-kB luciferase reporter, luminescence
697 NFkB inh – inhibitors of the PMA/ionomycin-induced NF-kB reporter in 697 B cells. inhibition, % at 4 µM. 697 B-cell NF-kB luciferase reporter, 16 h. 330,000 compounds, 0.33% hits; in the data active means inhibition above about 35%
EBI2 block – EBI2 (human) antagonism; P32249; EBI2 beta-arrestin recruitment, luminescence, 7a,25-OHC stimulated; inhibition, % at 5 µM; 360,000 compounds, 0.81% hits; AID 651636; in the data active means inhibition above about 38%;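 further: enzyme fragment complementation signal reports receptor beta-arrestin coupling in cells; 0% = agonist plus DMSO wells and 100% = wells without agonist; some results beyond the cut were filed as inactive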
Target sequence (P32249 whole entry, looked up, the tested form may be a part): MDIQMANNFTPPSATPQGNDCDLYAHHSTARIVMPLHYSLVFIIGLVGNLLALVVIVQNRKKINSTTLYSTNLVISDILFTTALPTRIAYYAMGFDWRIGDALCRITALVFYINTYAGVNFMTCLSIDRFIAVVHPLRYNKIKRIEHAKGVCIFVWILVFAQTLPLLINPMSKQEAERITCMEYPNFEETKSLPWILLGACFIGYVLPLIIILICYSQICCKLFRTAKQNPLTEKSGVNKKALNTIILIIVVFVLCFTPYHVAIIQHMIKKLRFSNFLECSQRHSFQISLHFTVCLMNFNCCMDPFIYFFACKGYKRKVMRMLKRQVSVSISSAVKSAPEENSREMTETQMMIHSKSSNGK
CCR6 antagonist – antagonists of human CCR6 receptor; CHO-K1 CCR6 PathHunter beta-arrestin, luminescence, CCL20-stimulated; AID 493098; 340,000 compounds, 0.49% hits; P51684; inhibition, % at 20 µM;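 active means compounds whose inhibition of the agonist-driven luminescence signal at 20 µM reaches about 50%, limit read from the data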;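 further: cells stimulated with CCL20 at 14 nM final; plate controls were DMSO with CCL20 for no effect and DMSO without agonist for full effect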
SENP8 block – blocks the human protease SENP8 | Q96LD8 | purified SENP8, Z-RLRGG-aminoluciferin cleavage, luminescence | inhibition, % at 10 µM | 330,000 compounds, 1.2% hits
Target sequence (Q96LD8 whole entry, looked up): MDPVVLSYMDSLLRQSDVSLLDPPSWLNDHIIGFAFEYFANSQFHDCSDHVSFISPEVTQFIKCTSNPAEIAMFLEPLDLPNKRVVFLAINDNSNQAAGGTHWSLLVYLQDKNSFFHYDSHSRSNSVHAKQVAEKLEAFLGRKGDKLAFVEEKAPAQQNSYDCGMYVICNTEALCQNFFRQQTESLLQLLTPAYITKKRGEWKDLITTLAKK
Gli-Sufu antag – antagonists of Gli-Sufu signaling; Sufu-KO-LIGHT fibroblasts, Gli luciferase reporter luminescence; inhibition, % at 5 µM; 340,000 compounds, 0.74% hits; AID 588413;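 active means inhibition above about 55%, limit read from the data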;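 further: 0% = DMSO-treated cells and 100% = wells with medium but no cells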
Apaf-1 inh – human Apaf-1 inhibition; O14727; 330,000 compounds, 0.71% hits; inhibition, % at 20 µM; reconstituted apoptosome caspase-3 activity, DEVD-Rh110 fluorescence; active means inhibition of at least 40% at 20 µM;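 further: plate controls were DMSO wells for no effect and DEVD-CHO caspase inhibitor wells for full effect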
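Material: cell-free apoptosome with Apaf-1, procaspase-3 and caspase-9; Buffer or medium: Hepes pH 7.5 with detergent and BSA; Reagent: cytochrome c trigger plus (Z-DEVD)2-Rh110 caspase-3 substrate; Times: compound with Apaf-1, dATP, procaspase-3 30 min, then 50 min reaction, room temperature; Technique: Rh110 fluorescence intensity.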
UBC13 inh – blocks human UBC13 polyubiquitin chain formation. P61088. TR-FRET. inhibition, % at 20 µM. 330,000 compounds, 0.47% hits. AID 485273; in the data active means inhibition above about 45%, passing the limit was not always enough
Target sequence (P61088 whole entry, looked up): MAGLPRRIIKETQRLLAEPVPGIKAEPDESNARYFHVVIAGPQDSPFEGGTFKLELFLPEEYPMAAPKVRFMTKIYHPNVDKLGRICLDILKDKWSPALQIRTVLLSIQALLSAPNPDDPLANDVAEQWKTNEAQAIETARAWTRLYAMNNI
* hit, by the source's call; . = no result given. Unless noted, no stated cut-off is given here; in the data, active means inhibition above about 50%; inactive means the rest. Only part of the results is shown; count on the stated rates, not on these rows.

SMILES	UBC13 inh	EBI2 block	Jurkat NFkB inh	SENP8 block	Gli-Sufu antag	Apaf-1 inh	CCR6 antagonist	697 NFkB inh
Cc1cc(NC(=O)CSc2nnc(C)o2)no1	5	0	16	1	6	-7	-3	4
CC1(C(=O)Nc2cccc(-n3cnnn3)c2)Cc2ccccc2C(=O)O1 (stereo unspecified)	-3	-6	-21	-7	7	20	-3	-15
CC(=O)N1CCN(c2ccc(NC(=S)NC(=O)c3ccc(C)c([N+](=O)[O-])c3)cc2)CC1	-8	-5	-4	-3	0	12	25	0
Cc1ccc(NC(=O)CCS(=O)(=O)c2ccc(Br)s2)cc1	2	7	0	-1	17	7	-10	-21
COc1cc(SC#N)ccc1N=Cc1c(C)[nH]n(-c2cccc3ccccc23)c1=O	-16	.	-16	-3	-1	5	15	10
O=C(Nc1ccc(F)cc1)c1ccc2snnc2c1	2	-9	4	4	-20	-3	13	-8
CCOC(=O)c1c(NC(=O)c2c(C(=O)O)cccc2[N+](=O)[O-])sc(C)c1C	-1	-1	8	-1	-13	5	4	3
O=C(O)C1=C(OCc2ccc(F)c(F)c2)C(=O)NCC1	-2	-4	3	1	-3	-3	4	6
CC(=O)Nc1ccc(NC(=O)CCCc2ccccc2)cc1	-6	-3	-48	-9	-14	-3	4	-45
CCOC(=O)CSc1n[nH]c(NC(=O)NC(C)C)n1	1	-12	15	-1	-4	-15	11	4
O=S(=O)(Nc1ccc(N=Nc2ccc(O)c3ccccc23)cc1)c1ccccc1	-139	47*	-11	-3	-30	20	61*	1
COc1ccc(-c2n[nH]c(=S)n2/N=C/C=C\c2ccccc2OC)cc1	-34	-7	-2	-11	-6	15	19	-17
O=C(Nc1nccc(-c2cccs2)n1)c1ccccc1Cl	8	12	-6	-2	-3	1	14	7
CC(C)Cc1nc(N2CCN(C(=O)c3ccco3)CC2)c(C#N)c2c1CCC2	9	-9	15	3	13	26	13	-13
COc1ccc(CN(C)CC(=O)Nc2ccccc2C(F)(F)F)c(OC)c1	-10	5	0	-3	-3	11	6	7
CCN1CCN(c2nc(Nc3cc(OC)ccc3OC)nc(Nc3cc(OC)ccc3OC)n2)CC1	18	19	40	-2	8	14	-4	18
CC(=O)NCCNC(=O)c1cccc(NS(=O)(=O)c2ccc3c(c2)OCCO3)c1	4	5	4	1	2	2	7	20
CCc1nc2nc(C)c(NS(=O)(=O)c3ccc(Br)s3)c(=O)n2[nH]1	-6	-6	-8	-6	-16	4	-3	-2
O=C(NC1CCCCC1)c1ccc(OC2CCN(Cc3ccccn3)CC2)cc1	-4	14	-13	-1	-9	-4	1	-10
COCCN(Cc1cc2cc(C)ccc2nc1Cl)C(=O)Nc1ccccc1C	-5	5	-4	0	2	4	5	2
CCCSc1nnc(N2C(=O)C(O)=C(C(=O)c3ccco3)C2c2ccccc2F)s1 (stereo unspecified)	-20	-1	-8	-12	-12	10	8	-10
CCOc1cccc(C=NNc2ccc(S(=O)(=O)Nc3ccccc3C(=O)O)cc2[N+](=O)[O-])c1O	-67	-8	-17	-9	2	2	11	-4
CCCCCCCCNC(=O)/C(C#N)=C/c1ccccc1[N+](=O)[O-]	12	20	13	-5	1	14	19	10
COc1ccc2[nH]cc(CCNC(=O)Cc3ccc(F)cc3)c2c1	18	4	3	-2	-4	-6	2	14
CS(=O)(=O)N(Cc1ccc(Cl)cc1)c1ccc(C(=O)NCCSCc2ccco2)cc1	-2	5	0	4	11	15	10	13
Cc1cc(C(=O)Nc2ccc(Cl)c(S(=O)(=O)N3CCOCC3)c2)c2ccccc2n1	-2	-2	15	-4	-6	6	2	8
COc1cc(/C=N/NC(=O)CN2CCOCC2)ccc1OCc1ccccc1	-4	-3	-27	-9	-11	9	-3	-34
COc1ccccc1C(=O)NNC(=O)c1ccccc1F	0	-3	-41	-12	-42	-2	2	-52
C=CCNC(=O)c1ccc(Cl)cc1Cl	5	-1	2	-3	-2	-19	-7	-6
CC(C)CC(NC(=O)c1ccccc1)C(=O)OCC(=O)Nc1ccc(Br)cn1 (stereo unspecified)	8	-1	10	0	0	-11	8	22
O=C(CSc1nnc(-c2ccc(O)cc2)n1Cc1ccccc1)NNC(=O)c1ccc(Br)cc1	24	89*	0	-23	4	20	2	0
Cc1nc(C(=O)NC(C)C)nn1-c1cc(Cl)cc(Cl)c1	7	-5	3	1	5	2	-10	14
CC(Sc1cccc[n+]1[O-])C(=O)Nc1cccc([N+](=O)[O-])c1 (stereo unspecified)	-3	7	-7	6	-5	-13	4	11
Cn1c(SCC(=O)N2CCCCC2)nc2cccnc21	-3	-4	-7	4	-11	6	-4	-4
O=C(Nc1ccccc1OC(F)F)C1CCCN1C(=O)c1cccs1 (stereo unspecified)	15	-17	-7	-8	1	-5	4	4
O=C(Nc1cccc(Cl)c1)NC1CC2CCC(C1)N2Cc1cccs1 (stereo unspecified)	6	2	-7	-2	29	8	26	2
CCn1c(C)c(C2=CCN(S(=O)(=O)c3ccccc3)CC2)c2ccccc21	-15	11	-25	-4	40	17	14	-45
COc1ccccc1C(=O)NCCC(=O)NC1CCC(C)CC1 (stereo unspecified)	2	-13	-55	-3	-58	2	4	-98
O=C(CNC(=O)c1cccc(F)c1)N/N=C/c1cc(Br)ccc1OCc1ccccc1	-22	12	-5	-4	6	30	4	-20
O=C(CSc1nc(C2CC2)nc2ccccc12)Nc1ccccc1	0	-7	-5	-3	-10	0	3	0
CC1CC(C)CN(C(=O)CSc2nnc(-c3ccc(Cl)s3)o2)C1 (stereo unspecified)	6	2	11	-5	-5	-10	11	3
O=c1[nH]cnc2c1oc1ccccc12	-10	-2	-57	-5	-3	11	-9	-47
Cc1cc(C)n(-c2ccc(C(=O)Nc3ccc(S(=O)(=O)N(C)C)cc3)cc2)n1	12	6	-3	-2	4	-7	16	-23
COc1ccc2[nH]c(=O)c(CN(Cc3cccs3)C(=S)Nc3ccccc3)cc2c1	-7	.	1	-13	.	-4	.	-13
Nc1nc(SCc2nnc(SCC(=O)O)n2-c2ccccc2)nc2sc3c(c12)CCCC3	-7	1	-6	-5	-2	7	13	12
Cc1cccc(C)c1NC(=O)C1(C)c2cccc[n+]2CC(=O)N1Cc1cccs1 (stereo unspecified)	-2	-6	-4	1	-25	6	4	2
CCOC(=O)COc1ccc(C2CC(C)=NN2c2ccccc2)cc1 (stereo unspecified)	0	4	7	-2	-5	13	18	6
CC(C)c1cc(C(=O)N/N=C/c2ccoc2)c(O)c(C(C)C)c1	-5	-10	-7	5	-1	16	12	0
CCN1CCN(C(=O)C(N)Cc2ccccc2)CC1 (stereo unspecified)	-12	2	-3	-6	1	8	0	-33
Cc1noc(NS(=O)(=O)c2ccc(NC(=O)c3ccc(F)cc3)cc2)c1C	2	-12	12	7	3	-6	-6	5

(next part)
SMILES	UBC13 inh	EBI2 block	Jurkat NFkB inh	SENP8 block	Gli-Sufu antag	Apaf-1 inh	CCR6 antagonist	697 NFkB inh
COc1ccc(CCNC(=O)CCn2c(=O)[nH]c3cc(OC)c(OC)cc3c2=O)cc1OC	-4	-5	3	-4	-1	-6	-1	-9
Cc1nn2c(nc(N3CCOCC3)c3ccccc32)c1C=C(C#N)C#N	47*	13	-9	-6	-1	5	13	-5
COc1cccc(NC(=O)CCSc2ccc3ccccc3n2)c1	26	-3	14	1	-3	0	8	1
CCOC(=O)C1(Cc2ccccc2)CCN(Cc2ccon2)CC1	5	-6	0	-1	5	0	4	-3
CNC(=O)Cn1nc(C)c2ccccc2c1=O	-7	-1	-8	-5	-3	1	4	13
O=C(CSc1ncc(-c2ccc(F)cc2)[nH]1)NCc1ccco1	-1	7	-14	-4	-5	-14	-3	-25
Cc1ccc(S(=O)(=O)N2CCN(c3ccc(S(=O)(=O)N4CCOCC4)cn3)CC2)cc1	10	-5	-2	3	2	7	0	-40
COc1ccc(C(C#N)N2N=C(C)CC2(C)C)cc1OC (stereo unspecified)	7	-2	-12	-4	3	-9	-6	4
N#Cc1ccccc1S(=O)c1ccccc1C(=O)Nc1ccccc1 (stereo unspecified)	-2	-4	-18	1	2	0	1	-29
O=C1C2C3C=CC(C3=C(c3ccccc3)c3ccccc3)C2C(=O)N1CCO (stereo unspecified)	8	17	-1	-2	0	10	-6	14
O=C(NCC1CCCO1)c1ccc2c(=O)n(Cc3cccc(Br)c3)c(=S)[nH]c2c1 (stereo unspecified)	39	24	1	-2	8	13	7	-2
O=C(CN1C(=O)CCS(=O)(=O)c2ccccc21)Nc1cccc(Cl)c1	-1	-4	-16	5	2	8	1	3
O=C(NCc1cccnc1)C1CCN(S(=O)(=O)c2cccc(C(F)(F)F)c2)CC1	-6	4	-14	4	-5	-4	8	10
CC(C)Cn1nnc2c(=O)oc3ccccc3c21	-2	-14	3	-13	23	3	-2	7
O=C(Nc1nc(-c2ccc(-c3ccccc3)cc2)cs1)C1CCCO1 (stereo unspecified)	1	7	-9	3	7	13	-12	-38
CCN(Cc1ccccc1)S(=O)(=O)c1c(C)[nH]c(C)c1C(=O)N1CCCCC1	-2	-4	13	4	-8	-6	-2	-5
O=C(CSc1nnc(-c2ccc(F)cc2)o1)c1ccc2c(c1)OCCO2	-7	6	-1	-6	-1	0	-1	7
C=CCNC(=S)N1CCN(c2ncc(C(F)(F)F)cc2Cl)CC1	-2	-10	-11	-11	3	7	0	-11
O=C(Nc1ccc2oc(-c3cccnc3)nc2c1)c1ccc2c(c1)OCCO2	-20	7	-15	-8	10	10	22	-28
O=[N+]([O-])c1cc(Cl)c2cccnc2c1O	-66	-1	-2	0	1	30	24	8
O=C(c1ccc(COc2ccc(F)cc2)o1)n1cc(Br)cn1	8	-19	-13	3	-7	6	15	-11
Cc1ccc2ccc(C3C(=O)c4ccccc4C3=O)nc2c1	-28	8	-123	52*	-52	-170	11	-354
Cc1cccc(C(=O)N/C(=C\c2ccc(C)o2)C(=O)O)c1	12	-5	-7	-2	12	-13	1	13
C=CCN1c2ccccc2C(=O)C(C)S1(=O)=O (stereo unspecified)	.	-1	.	.	20	-3	3	14
CCN(C(=O)Cn1nc(C(=O)O)c2ccccc2c1=O)C1CCCCC1	8	-1	-4	-3	-2	10	6	22
CCCS(=O)(=O)c1nc(S(=O)(=O)c2ccc(C)cc2)c(NCCCN(C)C)s1	12	-5	-14	-4	8	4	-2	-7
O=C(NCc1ccco1)c1ccc(Cl)c(S(=O)(=O)N2CCc3ccccc32)c1	-2	3	4	5	5	6	18	6
CCc1nc(Nc2ccc3c(c2)OCO3)c2oc3ccccc3c2n1	3	22	-7	-14	13	4	18	-9
Cn1nccc1C(=O)Oc1cccc(/C=N/NC(=O)c2ccccc2O)c1	3	-42	-35	9	-11	6	13	-23
N=c1c2c3c(sc2ncn1CCN1CCOCC1)CCCCC3	1	6	-6	0	8	3	-6	3
Cc1ccc(-n2ncc3c(=O)n(CC(=O)NC4CCCC4)cnc32)cc1C	13	5	6	-1	6	-6	-9	14
CCC(C)(C)n1nnnc1C(c1cc2ccc(OC)cc2[nH]c1=O)N1CCc2ccccc21 (stereo unspecified)	-5	15	-21	8	56*	15	-13	-30
CC(C)NC(=O)CSc1ccccc1C(=O)NCc1ccc2c(c1)OCO2	-6	0	14	1	-4	-20	0	22

Rewritten as labelled records: two of the compounds above.
Structure: Cc1ccc(-n2ncc3c(=O)n(CC(=O)NC4CCCC4)cnc32)cc1C
- UBC13 inh: 13
- EBI2 block: 5
- Jurkat NFkB inh: 6
- SENP8 block: -1
- Gli-Sufu antag: 6
- Apaf-1 inh: -6
- CCR6 antagonist: -9
- 697 NFkB inh: 14

Structure: CCC(C)(C)n1nnnc1C(c1cc2ccc(OC)cc2[nH]c1=O)N1CCc2ccccc21 (stereo unspecified)
- UBC13 inh: -5
- EBI2 block: 15
- Jurkat NFkB inh: -21
- SENP8 block: 8
- Gli-Sufu antag: 56*
- Apaf-1 inh: 15
- CCR6 antagonist: -13
- 697 NFkB inh: -30
